Bioassay records from PubChem.
GLS inhibitor: qHTS for Inhibitors of Glutaminase (GLS); Potency, µM (series often up to 45.5 µM), for the others: at the top dose activity change, negative = inhibition, most hits filed as inhibitors; 0.21% of 410,000 active; AID 624170, 2012; GLS enzymatic activity, qHTS titration; Glutaminase kidney isoform, mitochondrial (Homo sapiens), O94925
Target sequence (O94925 whole entry, looked up, canonical isoform): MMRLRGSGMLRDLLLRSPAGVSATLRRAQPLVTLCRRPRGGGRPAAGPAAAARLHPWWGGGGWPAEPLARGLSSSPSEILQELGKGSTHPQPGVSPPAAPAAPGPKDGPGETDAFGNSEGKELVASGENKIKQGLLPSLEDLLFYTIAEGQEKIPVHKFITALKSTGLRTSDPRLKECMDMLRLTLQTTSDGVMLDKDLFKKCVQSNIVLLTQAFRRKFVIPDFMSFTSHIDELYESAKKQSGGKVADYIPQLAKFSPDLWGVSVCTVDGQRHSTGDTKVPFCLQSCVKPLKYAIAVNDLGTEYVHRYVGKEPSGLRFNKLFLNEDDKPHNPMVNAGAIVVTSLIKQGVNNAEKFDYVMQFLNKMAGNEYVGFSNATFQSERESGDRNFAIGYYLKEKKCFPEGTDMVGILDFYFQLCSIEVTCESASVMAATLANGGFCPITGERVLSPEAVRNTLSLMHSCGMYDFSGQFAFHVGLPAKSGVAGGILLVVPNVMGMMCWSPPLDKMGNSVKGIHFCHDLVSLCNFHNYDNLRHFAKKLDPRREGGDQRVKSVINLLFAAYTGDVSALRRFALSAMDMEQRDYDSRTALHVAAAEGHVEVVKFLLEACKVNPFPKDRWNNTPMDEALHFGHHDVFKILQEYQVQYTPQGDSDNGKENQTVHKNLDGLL
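Human kidney-isoform GLS in 45 mM KH2PO4 pH 8.2, 0.02% Tween-20, with compound, started with 1mM L-Glutamine (added stock). Glutamate oxidase/HRP/Amplex red coupled fluorescence read at start and after 30 min at RT.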
Tb PGK inh: qHTS Assay to Find Inhibitors of Phosphoglycerate Kinase; Phosphoglycerate kinase, glycosomal (Trypanosoma brucei brucei), P07378; PGK/GAPDH coupled, Kinase-Glo luminescence, 60 min; Potency, µM (top dose mostly 57.5 µM), inactives show at the top dose activity change, negative = inhibition, most hits filed as inhibitors; 0.043% of 380,000 active; AID 602233, 2012; also: nearly all actives have a fitted effect of over 60% in size
Target sequence (P07378 whole entry, looked up): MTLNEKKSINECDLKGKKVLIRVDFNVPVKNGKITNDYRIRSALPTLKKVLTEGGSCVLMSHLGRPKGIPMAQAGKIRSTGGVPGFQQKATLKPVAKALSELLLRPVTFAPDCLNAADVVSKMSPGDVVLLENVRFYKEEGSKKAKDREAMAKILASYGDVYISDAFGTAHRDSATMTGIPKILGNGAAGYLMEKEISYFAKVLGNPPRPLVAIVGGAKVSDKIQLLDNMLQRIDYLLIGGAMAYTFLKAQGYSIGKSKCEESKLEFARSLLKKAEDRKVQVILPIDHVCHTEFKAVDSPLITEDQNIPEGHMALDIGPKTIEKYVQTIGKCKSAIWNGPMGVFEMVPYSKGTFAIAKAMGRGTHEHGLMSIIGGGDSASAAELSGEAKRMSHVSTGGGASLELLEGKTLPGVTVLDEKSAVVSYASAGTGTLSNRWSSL
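Recombinant glycosomal PGK reaction used 1,3-bisphosphoglycerate generated in-well by GAPDH (100nM final) in 100mM TEA pH 7.6, 5mM MgCl2, 0.01% Tween-20. After 60 minutes at room temperature, ATP was read by Kinase-Glo Plus luminescence end-point.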
12-LOX inh: Primary qHTS assay for inhibitors of human arachidonate 12S-lipoxygenase (ALOX12): Round 2. AID 1671190, 2021. 1.1% of 580,000 active. Polyunsaturated fatty acid lipoxygenase ALOX12 (Homo sapiens), P18054. purified 12hLO, xylenol orange hydroperoxide absorbance. Potency, µM (doses to about 108 µM), for the others: at the highest dose activity change, negative = inhibition, actives largely listed as inhibitors
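Purified human 12hLO (150 nM final) in 25 mM Hepes, 0.01% Triton X-100, pH 7.0 was preincubated 15 min at room temperature with compound. Then 40 uM arachidonic acid was added, 30 min. Hydroperoxide was read by Fe-XO absorbance ratio 573/405 nm.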
Active calls of the source: *; i = inactive; ? = inconclusive; & = joins results of further samples; [ ] = dose if it differs, or a comment. Calls follow the shape of the dose curve; as a rule, active = well fitted curve in the direction sought with a large enough effect; inconclusive = small, poorly fitted or top-dose-only effect, or another doubt; inactive = no such curve, though single readings can be large; an effect the other way counts as inactive or inconclusive. % is scaled to controls: 0 for no effect and ±100 for the full control effect; potency is read from the fitted curve at half-maximal effect. Not all compounds are listed, so the mix of outcomes need not match the whole.

GLS inhibitor	Tb PGK inh	12-LOX inh	compound
-6%	i	-16%	C[C@@H]1CN([C@@H](C)CO)C(=O)CCCn2nncc2CO[C@@H]1CN(C)C(=O)CCC(F)(F)F
-2%	-8%	-1%	CN(Cc1ccccc1)C(=O)CCN1C(=O)c2cccc([N+](=O)[O-])c2C1=O
1%	i	5%	Cc1c([N+](=O)[O-])oc2c1C(=O)NCCC2
1%	1%	13%	COCOCCn1cc(CN2CCS(=O)(=O)N(Cc3ccc(-c4ccc(OC)c(OC)c4)cc3)C(C)C2=O)nn1 (stereo not drawn)
4%	7%	-56%	COCCCN1C(=O)C(CC(=O)NCc2cccs2)CC(C(=O)N(C)C)=C1C (stereo not drawn)
-21%	0%	0%	N#Cc1nc2ccccc2n1OCc1ccccc1
1%	-3%	-3%	Cc1[nH]c2ccccc2c1C(=O)C(=O)NCc1nnnn1-c1ccc(F)c(F)c1
-1%	7%	-27%	COCC(=O)Nc1ccc2c(c1)[C@@H]1C[C@H](CC(=O)OC)O[C@H](CO)[C@@H]1O2
-1%	-9%	?	CCc1nnc(NC(=O)C(NS(=O)(=O)c2ccccc2)C(C)C)s1 (stereo not drawn)
8%	3%	13%	COc1ccc(CN(C)C[C@H]2OCCCC[C@@H](C)Oc3ccc(NC(=O)c4ccccc4)cc3C(=O)N([C@H](C)CO)C[C@@H]2C)cc1
-4%	-8%	?	Cc1ccn2c(Cc3ccccc3)c(-c3ccccc3)nc2c1
2%	-10%	-17%	N#Cc1csc(CCNC(=O)c2ccccc2)n1

Next section
GLS inhibitor	Tb PGK inh	12-LOX inh	compound
3%	-28%	0%	O=c1cc(-c2ccccc2)oc2ccc3ccccc3c12
1%	-2%	-17%	CN(C1CCCCC1)S(=O)(=O)c1ccc2c(c1)c(=O)c(C(=O)O)cn2C
1%	1%	-46%	O=C(CSCC(=O)OCC(=O)N1CCN(C(=O)c2ccco2)CC1)Nc1ccc(Cl)cc1
15%	-8%	13%	Nc1ccc(CCCC(=O)NCc2cccnc2)cc1
-14%	-2%	-2%	Cc1noc(C)c1S(=O)(=O)Nc1ccc2c(c1)C(=O)N([C@H](C)CO)C[C@H](C)[C@H](CN(C)C(=O)NC(C)C)OCCCC[C@@H](C)O2
3%	-1%	9%	O=[N+]([O-])c1ccc(C(S(=O)(=O)Cc2ccccc2)S(=O)(=O)Cc2ccccc2)cc1
14%	-5%	-22%	c1ccc(CNc2cccnc2)cc1
?	-6%	-3%	COc1ccc(NC(=O)N(C)C[C@H]2OCCCC[C@H](C)Oc3ccc(NS(=O)(=O)c4cn(C)cn4)cc3C(=O)N([C@H](C)CO)C[C@@H]2C)cc1
7%	-7%	3%	Cc1ccc(NC(=O)COC(=O)c2ccc3ncsc3c2)c(C)c1
-1%	4%	-9%	COC(=O)c1ccc(COC(=O)C2CCN(S(=O)(=O)c3c(C)cc(C)cc3C)CC2)o1
2%	i	-20%	N#CC(=C1NC(=O)c2ccccc21)c1nc2ccccc2n1CCO
-2%	4%	-7%	COc1ccccc1CN1CCNC(=O)C1CC(=O)NCCCN1CCOCC1 (stereo not drawn)

The list continues.
GLS inhibitor	Tb PGK inh	12-LOX inh	compound
9%	-9%	-25%	COc1ccc(C(=O)NN/C=C/C(=O)c2ccc(Br)cc2)cc1
-3%	-8%	?	C[C@@H]1CN([C@@H](C)CO)C(=O)c2cc(Br)cnc2O[C@@H]1CN(C)S(C)(=O)=O
1%	i	2%&-27%	CC(Nc1nc(-c2cccnc2)nc2ccccc12)c1ccccc1 (stereo not drawn)
0%	i	-4%	C[C@H](CO)N1C[C@H](C)[C@H](CN(C)S(=O)(=O)c2ccc(Oc3ccccc3)nc2)OCc2cnnn2CCCC1=O
-1%	-9%	-4%	CC(C)CC(=O)Nc1nnc(SCC(=O)NC2CCCC2)s1
4%	-2%	?	CC(C)CC1NC(=O)c2cccnc2-n2c1nc1ccccc1c2=O (stereo not drawn)
-6%	-1%	-13%	C[C@@H]1CCCCO[C@@H](CN(C)C(=O)Nc2ccc3c(c2)OCO3)[C@@H](C)CN([C@H](C)CO)C(=O)c2cc(N(C)C)ccc2O1
-2%	-2%	25µM*	Cc1ccc(S(=O)(=O)NNc2c3ccccc3nc3ccc(Cl)cc23)cc1
3%	-1%	?	CC(C)(C)Cc1c(-c2ccc(C#N)cc2)nc2ccc(Cl)cn12
7%	-3%	?	CC(Nc1ccc(Br)cc1)C(=O)NC(=O)NC1CCCCC1 (stereo not drawn)
-1%	-9%	13%	O=C(Nc1cc(S(=O)(=O)N2CCCC2)ccc1OCC(F)(F)F)c1ccncc1
13%	i	-10%	COc1ccc(C)cc1S(=O)(=O)N1CCCC(N2CCN(c3ccccc3)CC2)C1 (stereo not drawn)

Compound profiles (already shown). Screens in order: GLS inhibitor	Tb PGK inh	12-LOX inh
Shown for C[C@@H]1CN([C@@H](C)CO)C(=O)c2cc(Br)cnc2O[C@@H]1CN(C)S(C)(=O)=O = -3%	-8%	?
Shown for CC(C)(C)Cc1c(-c2ccc(C#N)cc2)nc2ccc(Cl)cn12 = 3%	-1%	?
Shown for CC(C)CC(=O)Nc1nnc(SCC(=O)NC2CCCC2)s1 = -1%	-9%	-4%
Shown for O=C(Nc1cc(S(=O)(=O)N2CCCC2)ccc1OCC(F)(F)F)c1ccncc1 = -1%	-9%	13%

More entries follow:
GLS inhibitor	Tb PGK inh	12-LOX inh	compound
-1%	0%	-5%	Cc1ccc(C)c(N2C(=O)c3ccc(C(=O)Nc4ccccn4)cc3C2=O)c1
-5%	2%	-6%	CCCCCC(=O)N1C[C@H](O)[C@@H](n2cc(COC(=O)c3ccccc3)nn2)C[C@@H]1c1ccccc1
-12%	-9%	-1%	Cc1ccccc1S(=O)(=O)N(C)C[C@H]1OCc2cnnn2CCCC(=O)N([C@H](C)CO)C[C@H]1C
-6%	1%	-5%	C[C@@H]1CN([C@@H](C)CO)C(=O)CCCn2nncc2CO[C@@H]1CN(C)S(=O)(=O)c1ccc(Cl)cc1
-1%	7%	1%	Cc1ccc(CS(=O)Cc2ccc(C(=O)NCCCc3ccccc3)o2)cc1 (stereo not drawn)
25%	-1%	?	COc1cc(C=NCc2ccccc2)ccc1O
0%	-5%	-24%	COc1ccc(C(=O)c2ccccc2)cc1CN1CCOCC1
-1%	-4%	16%	COc1ccc(CN2C(=O)C(CC(=O)NC(c3ccccc3)c3ccccc3)CC(C(=O)N(C)C)=C2C)cc1 (stereo not drawn)
1%	i	1%	COC(=O)CN1C(=O)COc2ccc(S(=O)(=O)N3CCCCC3)cc21
1%	-2%	4%	Cc1sc2nc(-c3ccccc3F)oc(=O)c2c1C
-6%	-13%	-8%	Cc1ccc(CN2CCC[C@]3(N[C@H](c4ccc(C)cc4)[C@@H]4C(=O)N(C)C(=O)[C@@H]43)C2=O)cc1
-5%	3%	-1%	CC(C)(C)OC(=O)[C@H](Cc1ccccc1)NC(=O)c1[nH]cnc1C(=O)Nc1ccccc1F

2 entries from above, bar-delimited:
SMILES | GLS inhibitor | Tb PGK inh | 12-LOX inh
COc1cc(C=NCc2ccccc2)ccc1O | 25% | -1% | ?
COc1ccc(C(=O)c2ccccc2)cc1CN1CCOCC1 | 0% | -5% | -24%

Going on with the list:
GLS inhibitor	Tb PGK inh	12-LOX inh	compound
-1%	5%	3%	CC(C)c1nc(SCC(=O)N2CCCCC2)c2c(=O)n(C)c(=O)n(C)c2n1
0%	4%	-4%	Cc1cc(Cl)ccc1OC(C)C(=O)Nc1cccc(S(=O)(=O)N2CCOCC2)c1 (stereo not drawn)
30%[activator]	-8%	-3%	CCC(=O)N(c1nnc(SC(C)C(=O)Nc2ccc(N3CCOCC3)cc2)s1)C1CC1 (stereo not drawn)
-1%	4%	1%	CC(=O)N1CCOC12CCN(Cc1ccccc1)CC2
22%	-7%	?	CN(C)CCCN1c2ccc(O)cc2Sc2ccc(Cl)cc21
?	-12%	-14%	CCOc1ccc(NC(=O)CN(C)C(=O)c2cc3c(s2)CCC3)cc1OCC
5%	7%	5%	CC1CCCC(C)N1C(=O)COC(=O)c1ccccc1C(=O)c1ccccc1 (stereo not drawn)
0%	6%	-17%	O[C@@H]1CN(CC2CCCCC2)[C@@H](c2ccc(Cl)cc2)C[C@H]1n1cc(C2CC2)nn1
-1%	-4%	6%	Nc1ccn([C@@H]2O[C@H](CNCc3ccc(Oc4cc(-n5cccn5)ncn4)cc3)[C@@H](O)[C@H]2O)c(=O)n1
-12%	-3%	-3%	CCN1C(=O)c2cccc3c(S(=O)(=O)N(C)C)ccc1c23
1%	14%	-10%	O=C(OCc1cn([C@H]2C[C@H](c3ccc(Cl)cc3)N(C(=O)C3CCCCC3)C[C@@H]2O)nn1)c1ccccc1
-7%	10%	6%	O=C(c1cccs1)N1C[C@@H](n2cc(-c3ccc(F)cc3)nn2)[C@H](O)C[C@@H]1c1ccccc1

Only Tb PGK inh (two entries from above):
Molecule	Tb PGK inh
O[C@@H]1CN(CC2CCCCC2)[C@@H](c2ccc(Cl)cc2)C[C@H]1n1cc(C2CC2)nn1	6%
Nc1ccn([C@@H]2O[C@H](CNCc3ccc(Oc4cc(-n5cccn5)ncn4)cc3)[C@@H](O)[C@H]2O)c(=O)n1	-4%

Continued.
GLS inhibitor	Tb PGK inh	12-LOX inh	compound
-7%	-7%	-59%	C[C@@H]1CN([C@@H](C)CO)C(=O)c2cc(NS(C)(=O)=O)ccc2O[C@@H](C)CCCCO[C@H]1CN(C)Cc1ccc2c(c1)OCO2
32%[activator]	i	?	CN(NS(=O)(=O)c1ccc([N+](=O)[O-])cc1)c1ccccc1
1%	i	9%	Cc1ccc(N2CC(C(=O)OCC(=O)Nc3c(C)cccc3C)CC2=O)cc1 (stereo not drawn)
?	1%	0.4µM*	Cc1ccc(-n2sc3cc(F)ccc3c2=O)c(C)c1
2%	i	-6%	Nc1ccc2c(c1)C1(CCC2)NC(=O)NC1=O (stereo not drawn)
1%	i	-6%	O=C(Nc1ccc(NC(=O)c2ccccc2)c2ccccc12)c1ccccc1
-9%	-1%	-29%	Cc1ccc(S(=O)(=O)N2C[C@H]3n4c(=O)ccc(=O)n4C[C@H](OC(=O)NCC4CCCCC4)[C@@]3(O)C2)cc1
-1%	i	0%	CC(C)(C)NC1=NCCNC(c2ccccc2)=C1
1%	-6%	9%	Cc1noc(C)c1NC(=O)N(C)C[C@@H]1Oc2cc(Br)ccc2S(=O)(=O)N([C@H](C)CO)C[C@@H]1C
-3%	i	-40%	CCN1C(=O)[C@H]2[C@@H](c3ccc(OC)cc3)N[C@]3(CCCN(CCC(C)C)C3=O)[C@H]2C1=O
-1%	8%	?	O=S(=O)(NC1CCCC1)c1ccc(F)cc1F
-3%	i	-16%	CS(=O)(=O)Nc1ccc2c(c1)[C@H]1C[C@H](CC(=O)NCc3cccc(F)c3)O[C@@H](CO)[C@H]1O2

(more compounds)
GLS inhibitor	Tb PGK inh	12-LOX inh	compound
-3%	-11%	-7%	Clc1ccc2nc3ccccc3cc2c1
-1%	-9%	-6%&2%	Cc1cc(NC(=O)COc2ccc3c(C)c(C)c(=O)oc3c2)no1
-9%	-3%	0%	CCCCCCN1C[C@@H](O)[C@H](n2cc(C3CC3)nn2)C[C@@H]1c1ccc(Cl)cc1
-8%	-3%	16%	CCOCCC(=O)Nc1ncc(S(=O)(=O)c2ccc([N+](=O)[O-])cc2)s1
0%	1%	?	CC1(C)CN(Cc2ccccc2)C(=O)[C@H]1CC(=O)Nc1ccc(Br)cc1
1%	4%	3%	C[C@@H]1CN([C@H](C)CO)C(=O)CCCn2nncc2CO[C@H]1CN(C)S(=O)(=O)c1ccc(F)cc1
0%	-4%	?	O=c1[nH]cc(Cc2ccccc2)c(=O)[nH]1
-5%	-9%	?	COc1ccc(OCC(=O)N2CCCC(Nc3ccc(C)c(C)c3)C2)cc1 (stereo not drawn)
-1%	-2%	-11%	Cc1ccc([C@@H]2CC(=O)[C@@H]3CN(S(=O)(=O)c4ccc(C)cc4)[C@H](c4cccc(Cl)c4)C[C@@H]3N2S(=O)(=O)c2ccc(Cl)cc2)cc1
4%	-6%	8%	CC1=C(C(=O)N(C)C)CC(CC(=O)NC2CCCCC2)C(=O)N1CCCN1CCCC1=O (stereo not drawn)
0%	-1%	7%	CCOc1ccc(NC(=O)CN(C)C2=NS(=O)(=O)c3ccccc32)cc1
-4%	i	?	O=c1[nH]c2ccccc2n1C1CCN(CCOc2ccccc2)CC1
3%	2%	-7%	Cc1cccc(-c2ccc3[nH]c4c(c3c2)CCN2C[C@@H]([C@H](C)OC(=O)Nc3ccccc3C)[C@@H](N(C)C(=O)Nc3ccccc3C)C[C@@H]42)c1
12%	6%	-1%	Cc1ccc(NC(=O)CN2CCN(S(=O)(=O)c3ccc4c(c3)OCCO4)CC2)c(C)c1
0%	8%	13%	O=C(CS(=O)(=O)Cc1ccccc1)c1ccccc1
